Bioassay records deposited in PubChem BioAssay by several laboratories.
DDE Tn6 FP inh: disrupts Tn6 cyclic peptide binding to fibrin D-Dimer-E complex. Fibrin DD(E) TRITC-Tn6 fluorescence polarization displacement. inhibition, % at 8.3 µM. actives 0.21% (n = 370,000). AID 720509;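 active = inhibition above a per-campaign cutoff: mean of compounds within control limits plus 3 SD, cut at about 15% in these data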;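 note: 0% = median of all compound wells on the plate and 100% = blocking peptide control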
rCAG RNA binder: binds r(CAG) RNA repeats | r(CAG) RNA repeat, TO-PRO-1 dye displacement fluorescence | inhibition, % at 3 µM | actives 1.3% (n = 370,000) | AID 651821;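 active = inhibition above the plate cutoff, the mean of all test compounds on that plate plus 3 SD, cut at about 35% in these data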;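 note: 0% = DMSO alone and 100% = 100 µM mitoxantrone as full dye displacement; higher means more dye released from RNA so lower well fluorescence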
HGIII-sPLA2 inh: Blocks human group III sPLA2 activity | QFRET BODIPY PC-A2 liposome hydrolysis, fluorescence | inhibition, % at 12.2 µM | actives 0.56% (n = 370,000);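 active = inhibition above mean plus 3 SD of compounds lying within the high and low control bounds, cut at about 19% in these data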;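 note: 0% = median of test compound wells and 100% = no enzyme DMSO wells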
ADAM10 inh: inhibitors of human ADAM10; actives 0.62% (n = 370,000); inhibition, % at 7 µM; recombinant ADAM10, EDANS/DABCYL FRET peptide cleavage, 3 h; O14672;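 active = inhibition above a per-campaign cutoff equal to the mean of compounds falling between control-based bounds plus 3 SD, cut at about 20% in these data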;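 note: 0% = DMSO wells while the 100% control is not disclosed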
NPR1 activator: GC-A (human) enzyme activation. actives 0.14% (n = 370,000). HEK293 GC-A cells, cGMP TR-FRET, EC30 ANP; 0% at EC30 ANP, 100% saturating ANP. P16066. AID 1671463. activation, % at 10 µM; in the data active = activation above about 40%
Target sequence (P16066 whole entry, looked up): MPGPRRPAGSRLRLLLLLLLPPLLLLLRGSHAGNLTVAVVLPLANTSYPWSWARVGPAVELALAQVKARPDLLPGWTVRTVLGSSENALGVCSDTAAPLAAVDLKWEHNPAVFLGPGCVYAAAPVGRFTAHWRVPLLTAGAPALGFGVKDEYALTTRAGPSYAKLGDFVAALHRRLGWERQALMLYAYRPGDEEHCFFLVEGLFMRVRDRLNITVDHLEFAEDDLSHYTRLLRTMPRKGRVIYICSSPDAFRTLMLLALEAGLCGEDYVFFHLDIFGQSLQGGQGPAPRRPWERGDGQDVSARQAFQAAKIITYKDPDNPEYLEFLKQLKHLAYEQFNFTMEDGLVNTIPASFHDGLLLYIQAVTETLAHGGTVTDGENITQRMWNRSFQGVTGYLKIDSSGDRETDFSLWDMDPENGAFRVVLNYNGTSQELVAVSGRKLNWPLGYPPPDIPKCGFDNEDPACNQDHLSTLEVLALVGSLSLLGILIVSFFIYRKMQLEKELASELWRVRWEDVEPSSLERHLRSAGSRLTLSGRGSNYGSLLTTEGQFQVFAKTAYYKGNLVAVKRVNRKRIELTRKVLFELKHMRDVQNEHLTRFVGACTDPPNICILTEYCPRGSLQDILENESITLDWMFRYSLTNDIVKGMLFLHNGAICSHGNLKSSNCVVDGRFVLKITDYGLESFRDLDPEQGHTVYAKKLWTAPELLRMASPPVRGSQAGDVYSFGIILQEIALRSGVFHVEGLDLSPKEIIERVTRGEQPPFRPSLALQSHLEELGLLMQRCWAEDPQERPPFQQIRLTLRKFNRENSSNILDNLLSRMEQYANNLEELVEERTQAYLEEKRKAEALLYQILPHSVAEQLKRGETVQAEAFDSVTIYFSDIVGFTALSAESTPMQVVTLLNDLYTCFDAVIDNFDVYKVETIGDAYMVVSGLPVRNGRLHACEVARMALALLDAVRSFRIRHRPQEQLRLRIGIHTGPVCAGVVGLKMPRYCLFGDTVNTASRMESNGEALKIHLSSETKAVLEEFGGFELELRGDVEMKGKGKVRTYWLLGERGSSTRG
FXN GAA850 act: increases GAA850 frataxin promoter reporter activity; HEK293 lucGAA850 FXN promoter luciferase reporter, 24 h; percent of 10 µM SAHA response; activation, % at 6 µM; actives 0.56% (n = 360,000);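 active = activation above the average of all compounds screened plus 3 SD, cutoff fixed separately per campaign, cut at about 7.5% in these data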;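 note: 0% = DMSO wells and 100% = 10 µM SAHA wells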
NPR2 activator: GC-B (human) receptor activation. HEK293-GC-B cells, CNP EC30, cGMP TR-FRET; 0% at EC30 CNP, 100% saturating CNP. activation, % at 10 µM. actives 0.11% (n = 370,000). AID 1920062;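 active = activation at 10 µM reaching about 35% in either raw or pattern-adjusted values, limit read from the data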
proKLK7 act: proKLK7 (human) activation, primary screen; purified proKLK7, EDANS-DABCYL substrate fluorescence; 100% is mature enzyme control, 0% vehicle; actives 0.9% (n = 370,000); activation, % at 7 µM;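 active = activation above the mean of all tested compounds plus 3 SD, computed per campaign excluding outliers beyond control limits, cut at about 13% in these data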
ARFGAP1 inh: rat ARFGAP1 inhibition | Q62848 | Arfgap1-stimulated ARF1 GTP hydrolysis, GDP FP detection | inhibition, % at 16.5 µM | actives 0.26% (n = 360,000) | AID 651572;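 active = inhibition above a per-plate limit, mean inhibition of low control wells plus 3 SD, cut at about 25% in these data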;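 note: 0% = DMSO wells with enzyme and 100% = wells lacking Arfgap1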
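Material: rat Arfgap1 GAP domain (His6, aa 1-136), purified enzyme. Also added: human ARF1(Δ1-17)-GTP substrate. Compound dosing: 16.5 µM single point, 1.26% DMSO. Timing: enzyme reaction 120 min at 25 °C after 20 min preincubation. Signal: GDP detection by fluorescence polarization. Read-out basis: percent inhibition of GAP-stimulated GDP formation, scaled between DMSO and no-Arfgap1 medians.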
ASAP1 inh: inhibitors of human ASAP1 ArfGAP activity. Q9ULH1. ASAP1-stimulated ARF1 GTP hydrolysis, GDP FP detection. inhibition, % at 16.5 µM. actives 0.19% (n = 360,000); in the data active = inhibition above about 25%;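 note: 0% = vehicle with enzyme and substrate and 100% = no enzyme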
* hit, by the source's call; i = inactive; . = no result given.

SMILES	DDE Tn6 FP inh	rCAG RNA binder	HGIII-sPLA2 inh	ADAM10 inh	NPR1 activator	FXN GAA850 act	NPR2 activator	proKLK7 act	ARFGAP1 inh	ASAP1 inh
C/C(=N\NC(=O)c1ccccc1C)c1cccc([N+](=O)[O-])c1	-6	0	5	-6	4	4.0	-1	-0.1	-6	1
CSCCC(NC(=O)/C(=C/c1ccc2c(c1)OCO2)NC(=O)c1cccc([N+](=O)[O-])c1)C(=O)O (stereo not given)	3	2	4	-2	5	3.5	4	0.2	4	-23
Cn1ccc(NC(=O)Nc2cccc([N+](=O)[O-])c2)n1	-5	2	4	3	4	4.2	-2	0.4	0	6
Cc1onc(-c2c(F)cccc2Cl)c1C(=O)Nc1nnc(C2CC2)s1	1	5	-2	0	-2	-0.5	2	0.1	-3	6
O=C1NCCN1CCNS(=O)(=O)c1ccc(F)c(Cl)c1	8	-1	10	-11	0	1.6	1	-0.6	-2	-8
Cc1cccc(C)c1NC(=O)C(NC(=O)CN1C(=O)c2ccccc2C1=O)c1ccccc1 (stereo not given)	7	0	-9	-6	0	1.4	-2	0.1	-4	4
Cc1c(NS(=O)(=O)c2ccc3c(c2)c(=O)n(C)c(=O)n3C)c(=O)n(-c2ccccc2)n1C	-3	-2	1	-5	-1	1.6	-8	-0.5	10	3
N#C/C(=C/c1ccc(F)cc1)S(=O)(=O)c1ccccc1	-4	4	2	-12	-7	0.1	-3	0.3	4	-2
COc1ccc(-c2sc(NC(C)=O)nc2-c2ccccc2)cc1	4	4	1	-1	-6	1.3	3	-0.1	-8	15
CCc1cc(CNC(=O)CCc2nnc(Cc3cccc(C)c3)o2)on1	-6	-2	0	1	-5	2.6	5	0.0	-11	-9
O=C(CN1C(=O)NC2(CCSC2)C1=O)NCc1ccccc1 (stereo not given)	2	-6	-2	-8	1	0.8	3	-0.1	5	-4
Cc1ccc(NC(=O)C2CC3CCC2C3)c(C)c1 (stereo not given)	2	.	15	-9	-2	.	3	.	.	.
COCC1CCN(C(=O)c2ccc3oc(CCCc4ccccc4)nc3c2)C1 (stereo not given)	-1	-6	-21	-7	-2	0.8	-2	0.4	1	-9
CCOCC(=O)OCC(=O)Nc1cc(OC)c([N+](=O)[O-])cc1C	1	-1	4	5	3	1.7	1	-0.2	0	6
O=c1[nH]c(CSc2ncc(C(F)(F)F)cc2Cl)nc2ccccc12	-9	1	-7	-5	-6	3.4	-4	-0.3	-14	-14
CCc1ccc(N(CC(=O)N2CCN(Cc3ccccc3)CC2)S(C)(=O)=O)cc1	-2	-8	-5	3	4	-0.1	3	0.0	2	-3
COc1ccc(C(C(=O)NCc2ccccc2)n2c(=O)c(-c3ccccc3)nc3ccccc32)cc1 (stereo not given)	-1	8	-3	-46	-1	.	-3	-7.9	-7	-1
CCOC(=O)N/N=C(\C)c1ccc(C)o1	-2	-1	1	-7	-2	-0.7	-2	-0.2	-2	1
CCc1nc2ccccc2c(C(=O)OCC(=O)Nc2cccc(S(=O)(=O)N3CCOCC3)c2)c1C	-4	13	-57	22*	10	-6.2	13	0.6	-2	3
CCCOc1ccc(Cl)cc1CN1CCOCC1	-8	-3	-3	1	6	-0.7	2	-0.2	4	1
O=C(c1ccsc1)N1CCCC(N2CCN(c3ccccc3F)CC2)C1 (stereo not given)	-8	-6	4	1	3	-1.2	1	-0.1	-3	-2
CC1CCCC(NC(=O)COC(=O)[C@@H]2CC(O)CN2S(=O)(=O)c2ccc3c(c2)OCCO3)C1C (stereo not given in full)	7	-1	-10	4	-1	3.4	1	-0.3	12	4
C=C1CCC[C@]2(C)C[C@H]3OC(=O)C(CN4CCCCC4CO)[C@H]3CC12 (stereo not given in full)	-3	-3	0	-6	6	-3.2	6	-0.3	4	2
CC(=O)NC(c1cccs1)c1cc(Cl)c2ccccc2c1O (stereo not given)	4	6	-14	-316	6	0.3	-6	-136	4	12
CCCCC(=O)Nc1nnc(CCc2ccccc2)s1	-3	-4	-4	-6	5	2.0	1	-2.2	-4	4
CC(C)C(NC(=O)c1ccco1)C(=O)OCC(=O)c1ccccc1 (stereo not given)	8	-3	-1	-2	1	0.3	4	-0.1	-7	4
c1ccc(OCCN2CCNCC2)cc1	2	1	5	6	2	-1.6	-2	0.0	14	-3
N#Cc1ccccc1/C=C/C(=O)N1CCOCC1	0	-2	10	4	3	-0.5	4	-0.5	-5	1
Oc1ccccc1-c1nc(NCCN2CCOCC2)c2ccccc2n1	-2	11	-23	7	16	-2.5	0	0.6	2	13
CC1(C)CC(NC(=O)C2CCC(=O)N(C3CC3)C2)CC(C)(C)C1 (stereo not given)	6	-4	2	-7	3	2.0	-3	0.1	10	0
CC(C)Oc1ccc(C(=O)CCN2CCOCC2)cc1	-2	-5	3	-4	4	1.8	-1	-0.6	-2	2
CCCCC(=O)N(Cc1ccccc1)c1ccccc1C(=O)Nc1cc(OC)ccc1OC	2	4	8	-4	-20	.	-19	0.2	.	.
C(=N\Nc1ccccc1)/c1ccc(N2CCOCC2)cc1	5	5	-2	-10	-2	3.2	-4	-0.3	20	0
CC1(C(=O)Nc2ccc3ccccc3c2)CCC(=O)N1CC(F)(F)F (stereo not given)	8	3	12	-15	-3	.	7	-0.4	-2	-11
CSCCC(NC(=O)c1ccccc1Br)C(=O)NNC(=O)c1ccncc1 (stereo not given)	2	2	1	-8	2	-0.9	5	-0.2	-16	6
CCCCC(=O)NC(c1ccccc1)c1ccc2cccnc2c1O (stereo not given)	-4	4	11	10	-1	-9.3	-4	-0.8	2	12
CCOC(=O)c1[nH]c(C)c(/C(O)=C2\C(=O)C(=O)N(CCN(C)C)C2c2ccco2)c1C (stereo not given)	1	0	-2	14	1	-0.6	2	-0.3	1	17
COc1ccc(F)cc1S(=O)(=O)n1nnc2ccccc21	-5	-2	-7	3	-5	-0.9	3	-0.1	2	-1
CCOC(=O)c1cc2oc(C)cc2n1CC(=O)OC1CCCCC1	-1	-7	-21	-4	-4	1.6	2	0.7	-8	-11
COc1ccc(C(=O)NNC(=O)CSc2nnc(C(C)C)n2C)cc1	6	-1	2	-14	2	-1.7	3	0.2	-1	-10
Cc1ccc2nc(Cl)c(C3CC(c4ccco4)=NN3S(C)(=O)=O)cc2c1 (stereo not given)	-2	3	-7	-27	3	0.6	-4	-0.2	-8	4
COc1ccc(N(CC(=O)N2CCCCCC2)S(=O)(=O)c2ccc(OC)c(OC)c2)cc1	1	-1	-1	-2	-6	0.0	-1	0.6	12	6
Cc1cc(=O)n2nc(N3CCC(C(=O)N4CCN(Cc5ccccc5)CC4)CC3)sc2n1	-1	2	-3	1	-1	4.9	-7	0.1	-1	10
CC(C)COP(=O)(c1ccc(N(C)C)cc1)C(O)c1ccc(Br)cc1 (stereo not given)	-1	-9	-2	10	-19	2.2	-10	0.4	-14	9
Cc1scc(C(=O)NNC(=S)NCC2CCCO2)c1-c1ccccc1 (stereo not given)	0	1	14	-3	3	2.9	4	-0.8	7	3
COc1ccc(Nc2nc(-c3sc(N)nc3C)cs2)cc1	2	28	-1	-3	-7	2.3	-2	0.0	-2	11
COC1=C(Br)C(=O)c2nc(C)ccc2C1=O	-6	22	4	-10	-11	0.0	2	6.7	5	27*
CC(C)(C)NC(=O)NC(=O)CSc1nnc(COc2ccccc2Cl)o1	0	0	-32	8	0	-1.9	-4	0.0	11	-3
COc1ccc(N2CCN(Cc3nc4c(c(=O)[nH]c(=O)n4C)n3Cc3cccc(Cl)c3)CC2)cc1	1	3	-4	-5	-8	0.2	-7	-0.3	-7	6
COC(=O)c1sc2nc(C)nc(SCC(=O)N3CCC(C(=O)O)CC3)c2c1C	-6	1	10	-10	3	0.8	2	-0.3	1	13
Following part
SMILES	DDE Tn6 FP inh	rCAG RNA binder	HGIII-sPLA2 inh	ADAM10 inh	NPR1 activator	FXN GAA850 act	NPR2 activator	proKLK7 act	ARFGAP1 inh	ASAP1 inh
Cc1csc(NC(=O)c2ccc3c(=O)n4c(nc3c2)CCCCC4)n1	-6	-1	-6	-3	13	3.7	12	1.0	5	-6
Cn1c2ccccc2c(=O)c2c(=O)n(C3CCCCC3)c(-c3ccco3)nc21	0	9	28*	-11	1	1.7	-1	-1.3	19	1
COc1cc(O)c([C@@H](CC(=O)N2CC(C)CC(C)C2)c2ccc3c(c2)OCO3)c(OC)c1 (stereo not given in full)	-2	.	-18	11	-21	.	-23	.	.	.
OC(CNCc1ccc(Cl)cc1)(c1ccccc1)c1ccc(F)cc1 (stereo not given)	3	-5	4	5	-33	0.1	-18	0.2	8	4
O=C(Cc1cccc(NC(=O)C2CCCN(C(=O)C3CC3)C2)c1)Nc1ccc(C(=O)N2CCCCC2)cc1 (stereo not given)	1	1	1	-1	-3	-0.9	-5	0.0	1	0
c1ccc2c3c(c(CN4CCCCC4)cc2c1)COC3	3	-3	-4	-6	-6	0.1	2	-0.4	6	-9
COc1cccc(C(=O)C(=O)N2CCN(C(=O)OCc3ccccc3)CC2)c1	-7	1	-3	6	3	.	-6	0.2	-1	-4
O=C(Oc1ccc(Cl)c(Cl)c1)C1=CC=CN2CCS(=O)(=O)N=C12	-2	1	0	-76	6	2.8	0	-39	-3	4
CCN(CC)S(=O)(=O)c1cccc(NC(=O)COC(=O)CCC(=O)c2ccc(F)cc2)c1	-1	3	-20	6	-1	2.8	5	0.3	8	-1
Cc1cc(C)n(CC(=O)c2cccc(N)c2)n1	-1	4	5	1	3	0.2	4	-0.3	4	10
Nc1nc2ccccc2cc1S(=O)(=O)c1ccccc1	8	2	-3	i	-1	2.1	-1	13*	4	-13
Cc1cc(Oc2ccc(C)c(Cl)c2)nc(SCC(=O)c2ccccc2)n1	-2	3	-18	-2	-6	-0.8	1	0.1	3	11
Cc1ccc(-c2csc3nc(-c4ccncc4)[nH]c(=O)c23)cc1	4	3	1	-20	2	0.5	-5	0.4	-10	-22
CC1CCCC(NC(=O)COC(=O)CSc2ccc3ccccc3c2)C1C (stereo not given)	1	0	-16	20	0	0.9	-2	-1.2	4	11
COc1cccc(NC(=O)C(=S)NC2CCCCC2)c1	1	-4	2	-2	-1	3.4	-4	0.5	-16	5
Cc1ccc(S(=O)(=O)Cn2nnnc2CN2CCN(Cc3ccc4c(c3)OCO4)CC2)cc1	-5	-1	8	3	-3	0.2	0	-0.2	7	3
CCC1(C)Cc2c(C#N)c(N)n(N)c(=S)c2CO1 (stereo not given)	6	-1	7	5	1	-4.7	0	0.2	9	5

Taken from the listing for reference:
SMILES	DDE Tn6 FP inh	rCAG RNA binder	HGIII-sPLA2 inh	ADAM10 inh	NPR1 activator	FXN GAA850 act	NPR2 activator	proKLK7 act	ARFGAP1 inh	ASAP1 inh
O=C(Cc1cccc(NC(=O)C2CCCN(C(=O)C3CC3)C2)c1)Nc1ccc(C(=O)N2CCCCC2)cc1 (stereo not given)	1	1	1	-1	-3	-0.9	-5	0.0	1	0
c1ccc2c3c(c(CN4CCCCC4)cc2c1)COC3	3	-3	-4	-6	-6	0.1	2	-0.4	6	-9
COc1cccc(C(=O)C(=O)N2CCN(C(=O)OCc3ccccc3)CC2)c1	-7	1	-3	6	3	.	-6	0.2	-1	-4

Outcome played no part in choosing rows (roughly 4.5% active in at least one column).
